# Screening data deposited in PubChem BioAssay by National Center for Advancing Translational Sciences (NCATS).
# Ub-GFP proteasome: proteasome inhibitors stabilizing ubiquitin-GFP reporter. Ubiquitin-GFP reporter cells, proteasome inhibition, GFP fluorescence; response scale: untreated = 0%, 10 µM MG-132 = 100%. Potency, µM (series often up to 45.9 µM), for inactives: at the top dose activation (GFP accumulation), hits mostly activators. 67,000 tested, under 10 active. AID 526; active = well fitted activation curve with a large enough effect, not every such curve was filed as active; inconclusive = small, poorly fitted or top-dose-only effect, or another doubt; inactive = no such curve, though single readings can be large or run the other way; also: potency is read from the fitted curve at half-maximal effect
#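 U2OS Ub(G76V)-GFP reporter; O/N plating, 0.5% FBS; cpd 46 uM–2.9 nM, 4 h, 37 °C; GFP+ cell count, 488/515 nm; norm. to basal vs 10 uM MG-132; CRC fit.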
# HBB splicing: modulators of hemoglobin beta chain splicing; Potency, µM (top dose mostly 46.1 µM), for inactives: top-dose activation, actives largely listed as activators; 0.06% of 65,000 active; HBB splicing reporter cell assay, activation; EGFP reporter with mutant IVS2-654 intron; response scale: normalised to 500 nM splice-correcting PNA; also: potency is read from the fitted curve at half-maximal effect; 0% is about no effect
#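 Compounds were applied for 2 days to HeLa EGFP-654 cells, 500/well in Optimem with 2% FCS. The reporter's EGFP is disrupted by mis-splicing of beta-globin intron IVS2-654. Readout: summed well GFP fluorescence from 488 nm laser scanning; reference was 500 nM antisense […] 654 PNA.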
# Hsp90 Hop PPI: changes Hsp90-Hop TPR2A binding signal, up or down; AlphaScreen TPR2A-His6 binding biotin-Hsp90 C-terminal peptide; 0.44% of 71,000 active; Potency, µM (series often up to 57 µM), for inactives: at the highest dose activity change, negative = inhibition; active = well fitted curve in either direction with a large enough effect; inconclusive = small, poorly fitted or top-dose-only effect, or another doubt; also: potency is read from the fitted curve at half-maximal effect; % is scaled to controls: 0 for no effect and ±100 for the full control effect; many of its hits are not listed in these tables
# GFP derepression: derepresses silenced GFP locus in mouse C127i cells | mouse C127i GFP locus derepression, cytometry, 30 h | Potency, µM (top dose mostly 46.1 µM), without a hit: at the highest dose GFP derepression (activation) | 0.09% of 68,000 active | AID 597; also: % of control where 0% means no effect
#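 Derepression screen: silenced CMV-GFP reporter in murine C127i cells, 30 h compound incubation at 37 C, washed cells imaged by laser-scanning cytometer to enumerate GFP-expressing objects of 20 to 120 um.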
# BRCT inh green: inhibitors of human BRCA1 BRCT-phosphoprotein interaction (green fluorophore). P38398. BRCA1 BRCT-phosphopeptide binding, green fluorescence polarization. Potency, µM (series often up to 76.9 µM), for inactives: at the highest dose activity change, negative = inhibition, actives largely listed as inhibitors. 0.05% of 75,000 active. AID 875;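 also: potency is read from the fitted curve at half-maximal effect; plate controls were peptide without protein for full effect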
# Target sequence (P38398 whole entry, looked up): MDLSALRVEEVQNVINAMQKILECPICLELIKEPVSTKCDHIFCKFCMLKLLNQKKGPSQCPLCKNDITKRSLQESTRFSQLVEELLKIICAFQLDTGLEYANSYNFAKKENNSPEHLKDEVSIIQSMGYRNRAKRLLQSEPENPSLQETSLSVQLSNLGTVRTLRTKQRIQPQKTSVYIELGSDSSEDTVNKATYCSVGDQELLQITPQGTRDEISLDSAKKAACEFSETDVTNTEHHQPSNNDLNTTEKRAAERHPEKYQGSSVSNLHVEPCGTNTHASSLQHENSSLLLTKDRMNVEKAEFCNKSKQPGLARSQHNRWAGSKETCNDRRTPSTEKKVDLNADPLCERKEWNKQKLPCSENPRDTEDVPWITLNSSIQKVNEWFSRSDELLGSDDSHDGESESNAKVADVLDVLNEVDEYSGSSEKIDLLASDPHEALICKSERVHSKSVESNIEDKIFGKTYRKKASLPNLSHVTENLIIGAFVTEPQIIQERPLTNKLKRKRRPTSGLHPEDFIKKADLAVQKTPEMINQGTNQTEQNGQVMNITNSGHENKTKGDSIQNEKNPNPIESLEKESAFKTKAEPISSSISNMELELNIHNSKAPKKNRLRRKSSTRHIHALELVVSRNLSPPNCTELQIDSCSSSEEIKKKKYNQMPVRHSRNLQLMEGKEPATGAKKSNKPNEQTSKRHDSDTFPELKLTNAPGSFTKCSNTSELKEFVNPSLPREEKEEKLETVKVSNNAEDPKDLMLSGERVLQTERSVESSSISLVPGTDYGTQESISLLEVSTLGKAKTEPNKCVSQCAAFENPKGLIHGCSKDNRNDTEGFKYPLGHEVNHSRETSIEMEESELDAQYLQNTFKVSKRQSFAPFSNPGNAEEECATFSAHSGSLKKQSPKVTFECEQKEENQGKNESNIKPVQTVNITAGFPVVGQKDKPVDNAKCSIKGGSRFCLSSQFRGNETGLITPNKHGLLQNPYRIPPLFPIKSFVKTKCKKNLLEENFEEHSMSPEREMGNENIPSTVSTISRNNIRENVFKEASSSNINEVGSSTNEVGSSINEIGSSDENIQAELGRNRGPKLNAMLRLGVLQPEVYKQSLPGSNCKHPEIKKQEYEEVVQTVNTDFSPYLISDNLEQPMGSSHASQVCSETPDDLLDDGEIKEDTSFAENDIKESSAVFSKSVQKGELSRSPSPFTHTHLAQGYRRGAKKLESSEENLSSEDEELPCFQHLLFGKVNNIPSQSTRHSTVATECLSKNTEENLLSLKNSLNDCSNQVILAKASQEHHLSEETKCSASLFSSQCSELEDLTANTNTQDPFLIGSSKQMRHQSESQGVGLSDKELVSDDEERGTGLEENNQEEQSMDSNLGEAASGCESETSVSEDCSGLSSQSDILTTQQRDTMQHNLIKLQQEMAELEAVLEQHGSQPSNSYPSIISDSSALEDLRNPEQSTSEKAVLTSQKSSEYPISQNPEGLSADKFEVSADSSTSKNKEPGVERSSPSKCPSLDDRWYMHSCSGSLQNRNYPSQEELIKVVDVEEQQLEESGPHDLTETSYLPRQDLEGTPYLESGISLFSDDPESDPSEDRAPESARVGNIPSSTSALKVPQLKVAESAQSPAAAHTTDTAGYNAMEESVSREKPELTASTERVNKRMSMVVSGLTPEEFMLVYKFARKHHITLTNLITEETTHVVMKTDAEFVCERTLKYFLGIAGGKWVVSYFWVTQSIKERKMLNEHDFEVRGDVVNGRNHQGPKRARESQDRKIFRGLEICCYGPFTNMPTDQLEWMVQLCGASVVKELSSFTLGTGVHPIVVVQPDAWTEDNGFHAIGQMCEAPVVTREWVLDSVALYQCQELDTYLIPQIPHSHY
#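 Compounds were incubated for 12 min at room temperature with a complex of 100 nM fluorescein-tagged pBACH1 decapeptide and 250 nM His-tagged BRCT protein. Buffer was phosphate pH 7.3 with EDTA, DTT and Tween 20. Disruption of binding lowers the polarization signal.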
# HADH2 inhib: HADH2 (human) dehydrogenase inhibition | Q99714 | recombinant HADH2, NADH fluorescence, beta-hydroxybutyryl-CoA | Potency, µM (doses to about 57.1 µM), without a hit: at the highest dose activity change, negative = inhibition, actives largely listed as inhibitors | 3.4% of 73,000 active | AID 886; also: potency is read from the fitted curve at half-maximal effect; % is scaled to controls: 0 for no effect and ±100 for the full control effect; nearly all actives have a fitted effect of over 60% in size; many of its hits are not listed in these tables
#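 Read-out: 360 nm excitation, 450 nm emission, kinetic over 4 min. Conditions: His-tagged human HADH2 20 nM, pH 9.0 Tris with Tween-20, 1 mM NAD+, 90 uM beta-hydroxybutyryl-CoA.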
# CRE-bla Fsk: CRE-bla signaling modulation under forskolin stimulation. AID 662. CHO CRE-bla reporter (cAMP response element driving beta-lactamase), forskolin EC10, beta-lactamase ratio. 2.5% of 71,000 active. Potency, µM (series often up to 38.2 µM), for the others: at the top dose activity change, negative = inhibition, actives largely listed as activators; active = well fitted activation curve with a large enough effect in the signal ratio, with a control signal flat, not every such curve was filed as active; inconclusive = small, poorly fitted or top-dose-only effect, or effect the other way, or a change in a side signal; the % refers to the signal ratio; also: potency is read from the fitted curve at half-maximal effect; % of control where 0% means no effect
#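 Beta-lactamase reporter under a cAMP responsive element in CHO cells; compounds tested in titration series against EC10 NKH 477, 3 h at 37 °C. Read-out: CCF4 FRET ratio 460nm/530nm (excitation 405nm) giving %Activity, fitted to AC50.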
# Pol III holo inh: blocks replication by bacterial DNA polymerase III holoenzyme | reconstituted DNA polymerase III holoenzyme replication, biochemical | Potency, µM (doses to about 57.1 µM), without a hit: at the top dose activity change, negative = inhibition | 0.25% of 71,000 active | AID 603; also: potency is read from the fitted curve at half-maximal effect; % is scaled to controls: 0 for no effect and ±100 for the full control effect
#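 Reconstituted *E. coli* holoenzyme (0.35 nM Pol III, 1 nM beta, 154 nM SSB, 2 nM primase) was preincubated with compound for 15 min at RT. Synthesis on 1.4 nM ssM13Gori ran 35 min, then was stopped with PicoGreen/EDTA and read as dsDNA fluorescence.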
# BRCT PPI red: disrupts BRCA1 BRCT binding to phosphoprotein, red fluorophore readout. BRCT-phosphopeptide binding, red fluorescence polarization. AID 892. P38398. Potency, µM (highest dose often 76.9 µM), for the others: at the highest dose activity change, negative = inhibition, hits mostly inhibitors. 0.03% of 75,000 active; also: % is scaled to controls: 0 for no effect and ±100 for the full control effect
#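 Fluorescence polarization: 100 nM His-tagged BRCA1 BRCT with 100 nM TAMRA-labelled phospho-BACH1 decapeptide, phosphate buffer pH 7.3 with 150 mM NaCl, DTT, 0.01% Tween 20; 12 min RT. Binding inhibition seen as FP decrease.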
# USP2a inhib: USP2a (human) protease inhibition. Potency, µM (doses to about 38.3 µM), without a hit: top-dose activity change, negative = inhibition, usual class: inhibitors. AID 927. 0.1% of 60,000 active. O75604. USP2a enzymatic assay, qHTS inhibition;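 also: potency is read from the fitted curve at half-maximal effect; nearly all actives have a fitted effect of over 60% in size; plate controls were DMSO for no effect and NEM full inhibition control for full effect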
#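 Inhibition is measured in a cell-free coupled assay with 20 nM USP2 core, 20 nM Ub-PLA2 and 20 uM NBD C6-HPC, 2.5 h incubation. Activity normalized to NEM control.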
# ALOX15 inhib: blocks human 15-lipoxygenase activity. 1.4% of 74,000 active. P16050. purified 15hLO-1, xylenol orange hydroperoxide absorbance. Potency, µM (doses to about 57.1 µM), for the others: at the highest dose activity change, negative = inhibition, usual class: inhibitors. AID 887; also: potency is read from the fitted curve at half-maximal effect; % is scaled to controls: 0 for no effect and ±100 for the full control effect; nearly all actives have a fitted effect of over 55% in size
#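 Purified human 15hLO-1 (40 nM) in 25 mM Hepes pH 7.5, 0.01% Triton X-100, preincubated 15 min RT with compound, then 50 uM arachidonic acid for 6 min. Hydroperoxide read by ferrous/xylenol orange, 30 min; 573/405 nm absorbance ratio gave progress.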
# * hit, by the source's call; ? = inconclusive; . = no result given; & = joins results of further samples; [ ] = remark or other dose. Unless noted, calls follow the shape of the dose curve; as a rule, active = well fitted curve in the direction sought with a large enough effect; inconclusive = small, poorly fitted or top-dose-only effect, or another doubt; inactive = no such curve, though single readings can be large; an effect the other way counts as inactive or inconclusive. An excerpt (hit frequency here may not be typical).
SMILES,Ub-GFP proteasome,HBB splicing,Hsp90 Hop PPI,GFP derepression,BRCT inh green,HADH2 inhib,CRE-bla Fsk,Pol III holo inh,BRCT PPI red,USP2a inhib,ALOX15 inhib
Clc1ccc([C@@H]2C[C@H]3CC[C@@H]2N3)cn1,4%,.,-2%,0%,2.4%,0%,?,-5%,-0.5%,.,-19%[25.6 µM]
CC(C)C12CN3CCN(CC(C3)C1O)C2 (centres undefined),-4%,-0.8%,-3%,1%,0.2%,10%,2%,3%,0.9%,3%,2%
CC[C@@H]1[C@@H]2Cc3ccc(O)cc3[C@@]1(CC)CCN2C,0%[9.17 µM],3.8%[9.22 µM],-3%[11 µM],1%[9.22 µM],-1.9%[15.4 µM],12%[11.4 µM],14%[7.6 µM],-10%[11.4 µM],-0.6%[15.4 µM],.,11%[11.4 µM]
COc1ccc(C2NCc3ccc4c(c3-n3cccc32)OCO4)cc1O (centres undefined),-2%,-2.4%,-5%,3%,-0.5%,5%,4%,-6%,0.1%,7%,-8%
Cc1cc(NC(=O)CCC(=O)N2CCC3(CC2)OCCO3)no1,3%,-1.4%,-5%,0%,-2.9%,2%,-1%,0%,-0.8%,7%,3%
O=C(CCCOc1ccc(Cl)cc1Cl)N1CCC2(CC1)OCCO2,6%,-2.3%,-4%,3%,0.7%,-4%,?,-5%,-1.0%,53%[activator],-4%
C=CCn1c(O)c(C(C)=NCCN2CCOCC2)c(=O)[nH]c1=O,3%,0.1%[57.5 µM],-2%,0%,-2.9%,2%,1%,-1%,0.5%,-7%,1%
CCCN(CCC)CCc1ccc(O)c(O)c1,-2%,1.5%,-11%,-1%,-0.2%,?,-3%,14%,-1.8%,-2%,-9%
Cc1nn(Cc2ccccc2)c(C)c1C(=O)OCC(=O)Nc1ccccc1SCC#N,2%,?,2%,?,14%,6%,9%,2%,1.2%,10%,-9%
Cc1nc2ccccc2c(=O)n1-c1cccnc1,2%,.,3%,-4%,0.2%,10%,-3%,-2%,1.6%,-6%,12%
CCn1cnc2c(Nc3cccc(Cl)c3)nc(N[C@@H]3CCCC[C@H]3N)nc21,-1%,-1.1%,-16%,-2%,-1.5%,6%,?,-7%,-2.6%,4%,?
CC(=O)c1cccc(OCC(O)CN2CC=C(c3ccccc3)CC2)c1 (centres undefined),-2%,-0.2%[57.5 µM],-4%,-1%,1.5%,-3%,-8%,1%,0.5%,9%,?
COS(C)(=O)=O,.,-1.0%,1%,.,-3.7%,-4%,-16%,10%,0.6%,33%[activator],-9%
O=c1[nH]c(=O)n(CCC2=CCCCC2)c(O)c1C=NC1CCN(Cc2ccccc2)CC1,-4%,0.7%[1.84 µM],-3%,0%,4.3%,16%,?,1%,1.1%,13%,-2%
c1ccc(N2CCCC3(CCNCC3)C2)cc1,-2%,-0.5%,-4%,2%[9.22 µM],-1.0%,1%,2%,6%,-1.6%,88%[activator],-1%
CC(C)Br,.,0.2%,-1%,.,-1.9%,-8%,-7%,-2%,-0.1%,.,-2%
O=[N+]([O-])c1ccccc1-c1ccccc1,.,0.9%,1%,.,1.6%,-3%,0%,0%,1.3%,.,21%
CCC(=Nc1ccc2c(c1)CCC2)c1c(O)n(C)c(=O)n(C)c1=O,-2%,-1.5%[0.369 µM],-1%,-3%,-1.4%,?,36%,2%,-1.7%,1%,0%
CN(C)c1nc(OCCNC(=O)COc2ccc(Cl)cc2Cl)nc(N2CCCCC2)n1,-4%,3.8%,0%,6%,0.0%,-4%,-9%,-1%,-0.6%,10%,-10%
CC12CN3CCN(CC(C3)C1O)C2 (centres undefined),3%,2.9%[57.5 µM],3%,5%,-1.9%,0%,-1%,-2%,-1.6%,3%,2%
C=CCOC(=O)c1ccccc1N,.,0.8%,5%,.,-1.7%,40µM*,2%,-1%,-0.5%,.,-6%
C#CCN[C@@H](C)Cc1ccccc1,1%,0.3%,-6%,0%,-1.8%,11%,-2%,1%,-4.0%,1%,5%
COc1ccc2[nH]cc(CCN)c2c1,5%,2.1%,-6%,1%,-0.6%&-2.9%,-14%,?,-4%,1.6%&1.1%,-7%&-1%,-7%&9%
COc1ccc(C[C@@H]2NC[C@H](O)[C@H]2OC(C)=O)cc1,0%,.,-2%,0%[9.22 µM],.,0%,?,-10%,.,.,.
O=C(C1CC(c2ccc(Cl)c(Cl)c2)=NO1)N1CCC2(CC1)OCCO2 (centres undefined),3%,-1.0%,-1%,0%,-0.4%,5%,-9%,-2%,-0.7%,-4%,-7%
N#CC1=C(N)Oc2n[nH]c(-c3cccs3)c2C1c1ccsc1 (centres undefined),5%,-0.7%,?,-3%,-1.3%,.,-6%,-17%,-2.9%,13%,4µM*
CC[C@@H]1CN2CC[C@@H]1C[C@H]2[C@@H](O)c1ccnc2ccc(OC)cc12,6%,.,-2%,-2%[9.22 µM],.,-6%,-21%,-2%,.,.,.
Cc1cc(Br)ccc1N1C(=O)CC(=O)NC1=O,0%[9.17 µM],?,-4%[11 µM],0%,9.1%,-29%[11.4 µM],?,-2%[11.4 µM],0.0%,27%[7.66 µM],?
C1CCC(NC2CCCCC2)CC1,.,-0.4%&0.3%,0%&-5%,.,-0.4%&-1.5%,?,-13%&-11%,0%&-3%,1.0%&0.3%,.,4%&-11%
CCOC(=O)C1C2NC(=O)N(Cc3ccccc3)C1(C)Oc1c(OC)cccc12 (centres undefined),0%,1.6%,?,-3%,0.7%,1%,?,0%,-2.1%,4%,6%
CN1CC[C@@]23CCCC[C@@H]2[C@@H]1Cc1ccc(O)cc13,6%,1.2%,-6%,-2%[20.6 µM],-2.7%,4%,-1%,-4%,-1.4%,-1%,13%
C[C@H]1C[C@@H](C)C(=O)[C@@H]([C@H](O)CC2CC(=O)NC(=O)C2)C1,1%[20.5 µM],-0.5%[20.6 µM],-4%[26 µM],0%[20.6 µM],-0.9%[34.4 µM],-4%[25.6 µM],?,-9%[25.6 µM],-0.8%[34.4 µM],-5%[17.1 µM],6%[25.6 µM]
CCOC(=O)C1=C(N)Oc2c(c(=O)oc3ccccc23)C12C(=O)N(C)c1ccccc12 (centres undefined),8%,-6.2%[0.369 µM],-6%,6%,-1.3%,2%,-6%,4%,-0.2%,33%[activator],0%
O=C1NC(=O)C2(Cc3ccccc3N3CCCC32)C(=O)N1c1ccc(Cl)cc1 (centres undefined),2%,0.8%[57.5 µM],-5%,0%,0.3%,-21%,-17%,-9%,1.2%,26%,-5%
CCCOC(=O)[C@@H]1[C@@H](C(=O)O)[C@H]2CC[C@@H]1O2,-1%[9.17 µM],5.9%[9.22 µM],-4%[11 µM],7%[9.22 µM],-1.1%[15.4 µM],10%[11.4 µM],6%[7.6 µM],0%[11.4 µM],1.2%[15.4 µM],.,5%[11.4 µM]
Oc1ccc(Cl)c(Cl)c1,.,-0.2%,4%,.,-2.3%,?,6%,-2%,-0.2%,.,-2%
O=C1C2CCN(CC2)C1(CO)CO,-3%[9.17 µM],1.3%[9.22 µM],?,0%[9.22 µM],-1.5%[15.4 µM],-4%[11.4 µM],?,-10%[11.4 µM],-0.1%[15.4 µM],.,15%[11.4 µM]
O=P(CN1CCN(c2ccccc2)CC1)(N1CCCCC1)N1CCCCC1,5%,-0.1%[57.5 µM],-5%,3%,-1.2%,0%,-12%,2%,-3.6%,5%,8%

# An excerpt of these results, with bars between the fields:
smiles | Ub-GFP proteasome | HBB splicing | Hsp90 Hop PPI | GFP derepression | BRCT inh green | HADH2 inhib | CRE-bla Fsk | Pol III holo inh | BRCT PPI red | USP2a inhib | ALOX15 inhib
C[C@H]1C[C@@H](C)C(=O)[C@@H]([C@H](O)CC2CC(=O)NC(=O)C2)C1 | 1%[20.5 µM] | -0.5%[20.6 µM] | -4%[26 µM] | 0%[20.6 µM] | -0.9%[34.4 µM] | -4%[25.6 µM] | ? | -9%[25.6 µM] | -0.8%[34.4 µM] | -5%[17.1 µM] | 6%[25.6 µM]
O=C1NC(=O)C2(Cc3ccccc3N3CCCC32)C(=O)N1c1ccc(Cl)cc1 (centres undefined) | 2% | 0.8%[57.5 µM] | -5% | 0% | 0.3% | -21% | -17% | -9% | 1.2% | 26% | -5%
